From PubChem BioAssay
CCT chaperon mod – High-Throughput Screening for Modulators of Cytosolic Chaperonin Activity; activity change, % (no concentration beside the values), hits read low; AID 651819, 2012; 360,000 tested, 0.3% active; purified chaperonin ATPase assay, HTRF ADP detection, 30 min; in the data active = activity change below about -30%; note: % is set by controls: 0 for no effect and ±100 for the full control effect
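TRiC (40 or 20 nM final, by batch activity) in 30 mM Tris pH 7.4, 100 mM KCl, 5 mM MgCl2, 1 mM DTT was treated with compound at 76 uM single dose, then 10 uM ATP, 30 min at 37 °C. ADP was read by HTRF Transcreener.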
PI5P4K alpha inh – qHTS for Inhibitors of phosphatidylinositol 5-phosphate 4-kinase (PI5P4K); PI5P4Kalpha enzyme, ADP-Glo luminescence, 60 min; hits give low values; 330,000 tested, 1.2% active; max response, %; active = max response of -50% or lower; inconclusive = between -30% and -50%; inactive = -30% or higher; note: value at the top dose of about 77 µM; % is set by controls: 0 for no effect and ±100 for the full control effect
Target sequence (P48426 whole entry, looked up): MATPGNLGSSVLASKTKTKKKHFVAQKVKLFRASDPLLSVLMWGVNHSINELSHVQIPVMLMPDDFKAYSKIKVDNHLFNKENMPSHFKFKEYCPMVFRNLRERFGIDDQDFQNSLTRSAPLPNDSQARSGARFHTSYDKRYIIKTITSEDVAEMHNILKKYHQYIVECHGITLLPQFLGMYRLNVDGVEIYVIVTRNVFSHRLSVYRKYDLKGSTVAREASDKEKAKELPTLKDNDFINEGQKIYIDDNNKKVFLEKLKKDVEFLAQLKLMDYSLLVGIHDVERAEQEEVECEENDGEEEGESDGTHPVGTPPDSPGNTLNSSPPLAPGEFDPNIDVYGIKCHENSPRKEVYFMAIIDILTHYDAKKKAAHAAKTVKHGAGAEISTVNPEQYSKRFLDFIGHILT
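Controls without substrate or without enzyme flank wells where PI5P4Kalpha converts substrate using 5 microM ATP (final). Incubation lasts 60 minutes at room temperature; ADP formed is read by ADP-Glo luminescence.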
WRN helicase inh – qHTS for Inhibitors of WRN Helicase; Bifunctional 3'-5' exonuclease/ATP-dependent helicase WRN (Homo sapiens), Q14191; WRN helicase unwinding, fluorescent forked duplex, kinetic; Potency, µM (highest dose often 114 µM), for the others: at the top dose activity change, negative = inhibition, actives largely listed as inhibitors; 360,000 tested, 0.46% active; note: potency is the fitted concentration of half-maximal effect; % is set by controls: 0 for no effect and ±100 for the full control effect; nearly all actives have a fitted effect of over 55% in size
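Enzyme (20 nM final) and test compound sit together 15 min at room temperature before substrate addition. Substrate is a single-forked duplex oligonucleotide (100 nM) labelled with fluorophore and quencher, with 2 mM ATP; helicase unwinding raises red fluorescence, read kinetically.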
Mm-Cpn inhibitor – Inhibitors of TCP-1 ring complex (TRiC) of Methanococcus maripaludis (MmCpn): qHTS. Chaperonin Mm-Cpn (Methanococcus maripaludis). purified Mm-Cpn ATPase, ADP Transcreener TR-FRET. Potency, µM (highest dose often 76.9 µM), for inactives: top-dose activity, negative = inhibition, actives largely listed as inhibitors. 330,000 tested, 0.031% active; note: potency is the fitted concentration of half-maximal effect; % is set by controls: 0 for no effect and ±100 for the full control effect; nearly all actives have a fitted effect of over 80% in size
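ATP (10 uM final) was added to archaeal chaperonin (25 nM final) after 10 min exposure to test compound at 37°C; after 30 min further incubation, ADP was detected by competitive TR-FRET.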
PLK1 PBD inh – qHTS for Inhibitors of PLK1-PDB (polo-like kinase 1 - polo-box domain): Primary Screen | Potency, µM, for inactives: max response, negative = inhibition, most hits filed as inhibitors | Plk1 PBD binding of FITC phosphopeptide, fluorescence polarization | AID 720504, 2013 | Serine/threonine-protein kinase PLK1 (Homo sapiens), P53350 | 360,000 tested, 2.8% active; note: potency is the fitted concentration of half-maximal effect; series mostly up to about 57 µM; % is set by controls: 0 for no effect and ±100 for the full control effect; nearly all actives have a fitted effect of over 65% in size
Target sequence (P53350 whole entry, looked up, the tested form may be a part): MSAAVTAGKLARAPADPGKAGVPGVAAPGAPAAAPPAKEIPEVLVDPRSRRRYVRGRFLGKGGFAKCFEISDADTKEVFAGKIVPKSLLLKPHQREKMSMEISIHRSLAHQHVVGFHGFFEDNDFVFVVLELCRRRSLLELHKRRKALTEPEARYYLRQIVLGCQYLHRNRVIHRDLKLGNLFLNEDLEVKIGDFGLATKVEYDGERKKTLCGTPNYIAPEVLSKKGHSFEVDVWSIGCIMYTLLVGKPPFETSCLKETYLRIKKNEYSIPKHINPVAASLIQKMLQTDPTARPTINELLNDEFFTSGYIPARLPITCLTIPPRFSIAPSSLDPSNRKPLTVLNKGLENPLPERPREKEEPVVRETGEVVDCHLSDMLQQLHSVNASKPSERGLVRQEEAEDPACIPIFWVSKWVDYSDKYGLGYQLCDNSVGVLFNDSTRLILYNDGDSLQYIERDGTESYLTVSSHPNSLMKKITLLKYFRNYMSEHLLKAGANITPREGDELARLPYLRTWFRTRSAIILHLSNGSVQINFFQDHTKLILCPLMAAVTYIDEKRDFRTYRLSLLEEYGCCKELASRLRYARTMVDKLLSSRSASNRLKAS
EPAC2 antagonist – qHTS for Antagonist of cAMP-regulated guanine nucleotide exchange factor 2 (EPAC2): primary screen; 360,000 tested, 0.18% active; EPAC2 GEF exchange of Rap1B-BODIPY-GDP, fluorescence; Potency, µM (series often up to 114 µM), without a hit: at the top dose activity, negative = inhibition, most hits filed as inhibitors; Rap guanine nucleotide exchange factor 4 (Homo sapiens), Q8WZA2; note: potency is the fitted concentration of half-maximal effect; % is set by controls: 0 for no effect and ±100 for the full control effect; nearly all actives have a fitted effect of over 45% in size; many of its hits are not listed in these tables
EPAC1 antag – qHTS for Antagonist of cAMP-regulated guanine nucleotide exchange factor 3 (EPAC1): primary screen; Rap guanine nucleotide exchange factor 3 (Homo sapiens), O95398; EPAC1 GEF assay, Rap1b-BODIPY-GDP exchange fluorescence; Potency, µM (top dose mostly 115 µM), for the others: top-dose activity change, negative = inhibition, actives largely listed as inhibitors; 360,000 tested, 0.14% active;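 note: potency is the fitted concentration of half-maximal effect; plate controls were vehicle for no effect and positive control for full effect; nearly all actives have a fitted effect of over 50% in size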
EPAC1 ag – qHTS for Agonist of cAMP-regulated guanine nucleotide exchange factor 3 (EPAC1): primary screen; EPAC1 agonist qHTS, biochemical assay; response scale: 100% = response to 6.5 mM cAMP; Potency, µM (top dose mostly 154 µM), without a hit: top-dose activation, usual class: activators; 360,000 tested, 0.073% active; note: potency is the fitted concentration of half-maximal effect; nearly all actives have a fitted effect of over 60% in size
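Fluorescent GDP-exchange assay: 100 nM EPAC1 with 250 nM Rap1B preloaded with BODIPY-GDP and 50 uM GDP; compounds tested as concentration series, 5 min at room temperature, then read every 5 min for 30 min (ex 480/em 540 nm); normalized to 6.5 mM cAMP.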
Numbers without * were called inactive; ? = inconclusive; . = no result given; [ ] = remark or other dose. Unless noted, calls come from the whole dose curve; as a rule, active = well fitted curve in the direction sought with a large enough effect; inconclusive = small, poorly fitted or top-dose-only effect, or another doubt; inactive = no such curve, though single readings can be large; an effect the other way counts as inactive or inconclusive. A portion of the library. The share of hits here may be higher or lower than overall.

SMILES	CCT chaperon mod	PI5P4K alpha inh	WRN helicase inh	Mm-Cpn inhibitor	PLK1 PBD inh	EPAC2 antagonist	EPAC1 antag	EPAC1 ag
O=C(NCCO)/C(=C\c1ccc2c(c1)OCO2)NC(=O)c1ccc(Br)cc1	-2.7	-1	-26%	-1%	-6%	0%	-10%	12%
CCOC(=O)C1CCN(CC(=O)c2c(C)[nH]c3cc(C)ccc23)CC1	-0.1	-5	-24%	2%	-10%	7%	-15%	-1%
Cn1cnc([N+](=O)[O-])c1Sc1ccccc1	1.4	0	10%	4%	-12%	6%	16%	-5%
COc1ccc(Nc2cc(C)c3ccccc3n2)cc1	-1.6	8	-14%	1%	-8%	-21%	2%	7%
CCOC(=O)c1cccc(NC(=O)CSc2nnc(COc3ccc(Cl)cc3)o2)c1	-0.6	2	0%	2%	-6%	-1%	-13%	0%
O=C1CCC([N+](=O)[O-])C(c2cc(Br)ccc2F)N1 (stereo not given)	1.0	1	-2%	-5%	-2%	-3%	-26%	2%
COC(=O)c1ccc(CNC(=O)CCC(=O)N2CCOCC2)cc1	0.4	-6	17%	2%	-7%	9%	5%	-7%
C=CCN(c1cccc(C(F)(F)F)c1)S(=O)(=O)c1cccc(C(=O)OCC(=O)NC)c1	-6.0	1	3%	-2%	2%	-11%	7%	-12%
COCCNC(=O)c1cc2oc3ccccc3c2n1C	-2.7	.	0%	0%	-8%	-6%	6%	10%
COC(=O)[C@]1(Cc2ccccc2)N[C@H](CN(C)C(=O)NC(C)C)[C@@H]2C(=O)N(C)C(=O)[C@@H]21	-0.5	-1	-4%	0%	0%	0%	2%	-8%
O=C(NCCc1c[nH]c2ccccc12)c1ccc2c(c1)OCO2	-1.9	-5	-1%	-1%	1%	-7%	14%	5%
CC(=O)Nc1ccc(S(=O)(=O)N2CC3(C)CC2CC(C)(C)C3)cc1 (stereo not given)	-0.1	1	-3%	1%	3%	-26%	1%	2%

Arranged by molar mass (largest number first): some entries from above
SMILES	CCT chaperon mod	PI5P4K alpha inh	WRN helicase inh	Mm-Cpn inhibitor	PLK1 PBD inh	EPAC2 antagonist	EPAC1 antag	EPAC1 ag
C=CCN(c1cccc(C(F)(F)F)c1)S(=O)(=O)c1cccc(C(=O)OCC(=O)NC)c1	-6.0	1	3%	-2%	2%	-11%	7%	-12%
CCOC(=O)c1cccc(NC(=O)CSc2nnc(COc3ccc(Cl)cc3)o2)c1	-0.6	2	0%	2%	-6%	-1%	-13%	0%
O=C1CCC([N+](=O)[O-])C(c2cc(Br)ccc2F)N1 (stereo not given)	1.0	1	-2%	-5%	-2%	-3%	-26%	2%
COc1ccc(Nc2cc(C)c3ccccc3n2)cc1	-1.6	8	-14%	1%	-8%	-21%	2%	7%

Going on with the list.
SMILES	CCT chaperon mod	PI5P4K alpha inh	WRN helicase inh	Mm-Cpn inhibitor	PLK1 PBD inh	EPAC2 antagonist	EPAC1 antag	EPAC1 ag
COc1cccc(-c2cc(C(=O)NC3CCCC3)no2)c1	-0.6	-7	7%	2%	-3%	-2%	2%	-2%
CC(=O)Nc1ccc(/C=C(\C#N)C(=O)NC2CCCCC2C)cc1 (stereo not given)	-2.3	-12	-3%	0%	-14%	3%	-10%	7%
COC(=O)N[C@@H]1C[C@H]2[C@@H]3CC[C@H]4C[C@@H](OC)CC[C@]4(C)[C@H]3CC[C@@]12C	-13	16	0%	1%	-14%	-11%	?	-10%
COC(=O)c1ccc(C(NC(=O)OCc2ccccc2)/C(C)=C/[C@@H](C)C(=O)NCc2ccc(OC)c(OC)c2)cc1 (stereo not given in full)	-1.3	0	-5%	-1%	-5%	-4%	0%	6%
CC(C(=O)N(C)C1CCCCC1)N1CCC(C(N)=O)CC1 (stereo not given)	1.2	-5	12%	0%	1%	2%	21%	-3%
CC1CCN(C(=O)CCCOc2ccc(Cl)cc2)CC1	-1.7	-1	-1%	0%	-5%	2%	-10%	-1%
COc1ccc(/C=C(/NC(=O)c2ccc(Br)o2)C(=O)Nc2cccc(C(=O)O)c2)cc1	-0.6	-19	5%	.	-11%	-1%	10%	8%
CCCCN1C[C@H](Cc2ccccc2)[C@@H](CC(=O)NC)C1=O	1.2	-1	2%	.	-2%	5%	9%	3%
CCCCn1nnnc1C(c1ccc(OC)cc1)N1CCN(C/C=C/c2ccccc2)CC1 (stereo not given)	1.6	5	-4%	.	-8%	5%	2%	-5%
COc1ccc(S(=O)(=O)N(C)C[C@H]2Oc3ccc(NC(=O)C4CC4)cc3C(=O)N([C@H](C)CO)C[C@@H]2C)cc1	-1.1	4	-14%	-1%	-1%	7%	1%	-6%
Cc1cccc(-c2noc(CCC(=O)Nc3ccccc3)n2)c1	0.5	.	-3%	0%	-4%	-4%	-1%	7%
Cc1ccc(NC(=O)C2(C)CCN2Cc2cccc3c2OCO3)cc1O (stereo not given)	-5.5	1	-16%	.	5%	-16%	?	3%
O=C(COC(=O)c1ccc[nH]c1=O)NC1CC1	-20	1	5%	2%	-8%	4%	-9%	14%
Cc1ccc(C(=O)N/C(=C/c2ccco2)C(=O)OCN2C(=O)c3ccccc3C2=O)cc1	-2.6	-13	4%	-1%	-18%	-6%	-5%	11%
CCOC(=O)CNC(=O)CSc1nnc(NC(=O)c2ccc(C)cc2)s1	1.4	-7	-34%	-3%	-9%	11%	-20%	4%
COc1cccc2c(=O)n(CC(=O)Nc3cccc(F)c3)ccc12	-4.1	7	-3%	-5%	-7%	4%	2%	0%
CN(C(=O)c1cccc(NC(=O)Cc2ccc(NC(=O)C3CCN(S(=O)(=O)c4cccc([N+](=O)[O-])c4)CC3)cc2)c1)C1CCCCC1	-1.6	-9	-3%	.	-16%	16%	-4%	-1%
COc1cc2nc(CN3CCC(C(O)(c4ccccc4)c4ccccc4)CC3)[nH]c(=O)c2cc1OC	-5.8	2	6%	4%	9%	21%	20%	2%
Cc1ccccc1C(=O)NCCCCc1ccccc1	0.8	2	-33%[57.1 µM]	1%	-2%	0%	-18%	-3%
O=[N+]([O-])c1ccc(N2CCN(S(=O)(=O)c3ccccc3)CC2)cc1	3.1	6	-3%	2%	-2%	0%	1%	3%
CCOC(=O)CNc1nc(Cl)nc(Nc2ccc(OC)cc2OC)n1	-0.4	0	8%	0%	1%	4%	-10%	-4%
Cc1ccc(N(C(C)C(=O)N2CCCCC2)S(C)(=O)=O)cc1C (stereo not given)	1.0	.	-5%	-1%	0%	-2%	4%	5%
CC(C)(C)[C@H]1COC(=O)CC/C=C\C[C@@H](CC(=O)N(CCO)Cc2ccccc2)C(=O)N1	0.4	-7	-1%	-2%	-3%	-4%	6%	-11%
O=C(NCCSC1CCCCC1)c1ccccc1	-0.8	0	0%	0%	-8%	-2%	6%	0%
CC(C)C[C@@H](CN1CCC[C@H]1CN1C(=O)C(=O)NC[C@@H]1Cc1ccc(O)cc1)N1C[C@H](Cc2ccc(O)cc2)N(CC2CCCCC2)C(=O)C1=O	0.4	-1	-16%	.	-23%	-2%	-6%	-12%
Cc1noc(C(=O)N(C)c2ccccc2)c1Cl	-2.0	1	-6%	1%	-4%	1%	-27%	10%
COc1cc(/C=N/N=C(N)N)ccc1OCc1ccc(Cl)cc1	-1.6	-3	-1%	-1%	-8%	-23%	2%	5%
CCN1CCCC1CNC(=O)C(=O)NC(C)C (stereo not given)	1.2	3	-1%	0%	-4%	2%	-30%	-7%
CCOC(=O)CCSc1nnc(-c2cccnc2)n1-c1ccccc1OC	0.6	.	9%	-2%	-4%	-2%	-19%	2%
COc1ccccc1N1CCN(C(=S)NC(=O)/C=C/c2ccc(F)cc2)CC1	-0.3	8	2%	-3%	-9%	3%	-10%	3%
Cc1cnc(C(=O)OCC(=O)Nc2cc(-c3ccccc3)nn2-c2ccccc2)cn1	0.2	-1	-2%	0%	3%	-18%	-8%	-7%
CNC(=O)c1c(NC(=O)c2ccc(S(=O)(=O)N3CC(C)OC(C)C3)cc2)sc2c1CCN(C(C)C)C2 (stereo not given)	-0.4	3	-24%	-2%	-9%	3%	-12%	12%
CC(Sc1nncn1C)C(=O)NCCC1=CCCCC1 (stereo not given)	-2.2	6	-1%	0%	-7%	16%	6%	-7%
Cc1ccc(NC(=O)C2CC(=O)n3ncnc3N2)cc1C (stereo not given)	0.2	-6	-1%	-3%	6%	4%	13%	0%
COc1ccc(CNC(=O)C2CCC(=O)N(CCCN3CCCC3=O)C2)c(OC)c1 (stereo not given)	-1.8	1	-1%	-3%	-18%	-4%	-12%	6%
CS/C(=N\S(=O)(=O)c1cccs1)Nc1ccc(F)cc1	-0.7	4	-13%	0%	-23%	-1%	-28%	1%
CCCCC(=O)NC(c1ccccc1Cl)c1c(O)ccc2ccccc12 (stereo not given)	0.9	3	-7%	0%	-2%	-5%	8%	-8%
CCOCCCNC(=O)CCc1nnc2ccc(N3CCCCC3)nn12	1.0	0	3%	-1%	-1%	-11%	-17%	-3%
O=C(NNC(=O)c1sc2cccc(Cl)c2c1Cl)Nc1ccccc1	0.8	-9	-9%	0%	3%	-7%	-15%	3%
CC(c1ccccn1)C(C)(O)C(C)c1ccccn1 (stereo not given)	-11	-2	-18%	.	3%	1%	-2%	2%
CCCCn1nc2cc(C(=O)NCc3ccc(OC(F)(F)F)cc3)ccc2c1OC	-2.2	6	-3%	2%	2%	9%	2%	-14%
O=C(N/N=C/c1cccn1-c1ccc([N+](=O)[O-])cc1)c1cccnc1	-0.2	-30	-9%	-3%	-19%	-1%	9%	3%
O=C(COC(=O)/C=C/c1ccc(F)cc1)Nc1cccc(S(=O)(=O)N2CCCC2)c1	-0.9	1	-15%	0%	4%	3%	-1%	18%
CCN(CC)S(=O)(=O)c1ccc(OC)nc1	-3.2	.	1%	-1%	-7%	4%	2%	-5%
OC1CCC(Nc2ccn3nc(-c4cccc(OCc5ccccc5)c4)cc3n2)CC1 (stereo not given)	-4.4	12	0%	.	-1%	5%	-7%	9%
